V-ATPase pH: regulators of yeast V-ATPase proton transport. S. cerevisiae, pHLuorin cytosolic pH fluorescence. AID 504577. response, % at 10 µM. 0.37% of 350,000 active; in the data active means response mostly above about 7.3%, no sharp cut-off; inactive means mostly below about 5.4%; further: actives read high; inactives centre near 0; some compounds called inactive have numbers as strong as hits; reference of the scale not given here
HTR5A inv ctr: counter-screen for OPRM1-OPRD1 inverse agonists: human HTR5A inverse agonism. inhibition, % at 9.3 µM. P47898. 0.083% of 340,000 active. HTR5A cell line, luminescence; in the data active means inhibition mostly above about 23%, no sharp cut-off; inactive means mostly below about 18%;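 further: 0% = cells with DMSO and 100% = no-cell wells with DMSO; some compounds called inactive have numbers as strong as hits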
HTR5A ag ctr: counter-screen for OPRM1-OPRD1 agonists: human HTR5A agonism. 0.61% of 340,000 active. HTR5A agonist assay, luminescence, cell-based. activation, % at 9.3 µM. AID 504692; in the data active means activation mostly above about 9.5%, no sharp cut-off; inactive means mostly below about 7.6%;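 further: 0% = cells with vehicle only and 100% = reference agonist; strong numbers were not always called active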
Wnt act: Wnt/beta-catenin pathway activation. Wnt/beta-catenin reporter cell assay, activator, plate reader. activation, % at 9.35 µM. 1.2% of 300,000 active. AID 743398; in the data active means activation above about 30%, passing the limit was not always enough; inconclusive means no clear call, values can overlap the other calls;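 further: 0% = neutral control wells and 100% = positive control wells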
CDK5 inh: blocks human CDK5/p35 kinase activity | Recombinant CDK5/p35, ADP-Glo luminescence, 60 min | inhibition, % at 10 µM | 0.01% of 330,000 active;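 active means highest replicate inhibition of at least 50% and at least 75% of replicates reaching 50%; inconclusive means only one of the two criteria met; inactive means both criteria failed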;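 further: plate controls were DMSO neutral control for no effect and GW8510 at 10 µM for full effect; many of its hits are not listed in these tables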
PvdQ acylase: blocks Pseudomonas aeruginosa PvdQ acylase activity; purified PvdQ acylase, fluorescence plate reader; 0.063% of 340,000 active; inhibition, % at 10 µM; in the data active means inhibition above about 30%, passing the limit was not always enough; inconclusive means no clear call, values can overlap the other calls;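 further: 0% = vehicle neutral wells and 100% = reference inhibitor wells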
NSD2 HMT inh: inhibitors of human histone methyltransferase NSD2 | NSD2 peptide methylation, AlphaScreen, 120 min | inhibition, % at 12.5 µM | 0.54% of 310,000 active; in the data active means inhibition above about 50%
Target sequence (O96028 whole entry, looked up): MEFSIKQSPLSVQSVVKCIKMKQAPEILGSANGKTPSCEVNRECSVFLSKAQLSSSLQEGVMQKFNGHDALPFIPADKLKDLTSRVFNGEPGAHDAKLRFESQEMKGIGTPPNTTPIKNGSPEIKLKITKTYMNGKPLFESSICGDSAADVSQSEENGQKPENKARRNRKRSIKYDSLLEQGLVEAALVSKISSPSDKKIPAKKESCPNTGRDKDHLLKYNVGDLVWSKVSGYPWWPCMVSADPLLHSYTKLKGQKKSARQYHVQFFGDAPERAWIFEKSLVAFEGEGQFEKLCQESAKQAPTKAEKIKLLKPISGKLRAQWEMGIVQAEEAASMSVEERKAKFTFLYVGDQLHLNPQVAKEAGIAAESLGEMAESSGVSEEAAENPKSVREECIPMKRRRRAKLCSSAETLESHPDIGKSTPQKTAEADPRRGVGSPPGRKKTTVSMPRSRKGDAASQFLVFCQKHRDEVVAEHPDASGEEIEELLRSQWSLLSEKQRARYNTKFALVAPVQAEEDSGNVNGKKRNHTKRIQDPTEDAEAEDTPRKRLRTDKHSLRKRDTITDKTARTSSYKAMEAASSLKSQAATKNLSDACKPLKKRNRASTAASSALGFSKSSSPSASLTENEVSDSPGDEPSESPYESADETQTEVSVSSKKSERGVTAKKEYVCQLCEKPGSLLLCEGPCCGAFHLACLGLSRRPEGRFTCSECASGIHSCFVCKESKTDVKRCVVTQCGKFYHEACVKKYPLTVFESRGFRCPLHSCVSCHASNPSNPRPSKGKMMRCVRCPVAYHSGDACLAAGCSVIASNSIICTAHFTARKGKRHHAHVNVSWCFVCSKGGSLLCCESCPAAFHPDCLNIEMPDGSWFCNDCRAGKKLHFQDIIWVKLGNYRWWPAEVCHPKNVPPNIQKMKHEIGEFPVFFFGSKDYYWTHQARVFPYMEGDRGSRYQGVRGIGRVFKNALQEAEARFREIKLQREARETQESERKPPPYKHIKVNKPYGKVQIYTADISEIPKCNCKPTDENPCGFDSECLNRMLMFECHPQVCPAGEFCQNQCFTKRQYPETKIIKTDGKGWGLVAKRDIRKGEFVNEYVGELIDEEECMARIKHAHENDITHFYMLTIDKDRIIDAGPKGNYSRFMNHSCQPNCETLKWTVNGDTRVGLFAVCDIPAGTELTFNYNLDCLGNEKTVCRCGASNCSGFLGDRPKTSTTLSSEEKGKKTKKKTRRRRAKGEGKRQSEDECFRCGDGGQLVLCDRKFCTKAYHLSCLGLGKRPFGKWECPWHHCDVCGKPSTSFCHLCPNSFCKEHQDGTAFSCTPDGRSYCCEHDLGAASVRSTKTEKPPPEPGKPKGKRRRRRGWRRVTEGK
MITF act: increases MITF-driven TRPM1 promoter luciferase signal; SK-MEL-5 TRPM1-promoter luciferase, 24 h; % of positive control, neutral wells = 0; 0.75% of 300,000 active; activation, % at 12.5 µM;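 active means mean activation of at least 80% with every replicate also reaching 80%; inconclusive means mean reaches 80% but some replicate falls short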;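 further: 0% = neutral control wells and 100% = parthenolide positive control wells; values of inactives mirror those of a sister screen read the other way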
SR-BI HDL uptake: inhibitors of mouse SR-BI mediated HDL lipid uptake | Q61009 | ldlA[mSR-BI] CHO cells, DiI-HDL uptake fluorescence, 3 h | inhibition, % at 12.5 µM | 0.96% of 320,000 active;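 active means mean replicate inhibition of at least 70% and a set share of replicates each scoring 70 or more; inconclusive means meets just one of the two criteria; inactive means fails both criteria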;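 further: 0% = median of neutral control wells and 100% = median of positive control wells; values of inactives mirror those of a sister screen read the other way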
dFosB activator: enhances mouse delta FosB homodimer DNA binding; 0.99% of 340,000 active; purified delta FosB, TAMRA-CDK5 oligo fluorescence polarization; percent of positive-control signal above neutral wells; P13346; activation, % at 25 µM;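 active means mean activation above about 17%, with every replicate also reaching it, limit read from the data, passing the limit was not always enough; inconclusive means only one of the two conditions met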;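 further: fluorescence polarization rise as delta FosB binds a TAMRA Cdk5 AP-1 oligo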
The depositor's hits bear a star; ? = inconclusive; / = no result given. This is a random part of the collection. Share with any hit: about 5%.

1: CC(OC(=O)c1oc2ccccc2c1CSC1CCCCC1)C(=O)NC(N)=O (centres undefined)
2: O=C(CNS(=O)(=O)Cc1ccccc1)NCc1ccccc1
3: O=[N+]([O-])c1ccc(Nc2ccccc2O)c2nonc12
4: O=C(CCC1COc2ccccc2O1)NC1CCCCC1 (centres undefined)
5: O=C(CCc1nnc(C2(c3ccc(Cl)cc3)CCC2)o1)NCCCn1cccn1
6: COc1ccc(C(=O)NC(=S)NNC(=O)c2ccncc2)cc1Br
7: COc1cc(OC)cc(C(=O)Nc2c(F)cccc2F)c1
8: CCCNC(=O)c1c(O)c2c([nH]c1=O)CCCC2
Screen / compound no.	1	2	3	4	5	6	7	8
V-ATPase pH	-4	0	1	2	-4	-3	3	-2
HTR5A inv ctr	-16	2	24	0	-23	15	-15	-10
HTR5A ag ctr	-2	-1	-6	-1	8	-5	0	4
Wnt act	-6	-2	-4	/	14	-4	0	3
CDK5 inh	1.6	-6.2	2.5	-0.9	4.9	0.4	1.6	0.1
PvdQ acylase	7	-6	-17	-1	13	-5	-19	8
NSD2 HMT inh	-2	1	28	1	4	30	-4	-3
MITF act	4	6	/	13	10	-8	8	46
SR-BI HDL uptake	19	/	-13	-3	/	9	-4	6
dFosB activator	-1	-6	3	-3	0	0	4	-7

Retrieved by compound from the entries so far (2):
4: O=C(CCC1COc2ccccc2O1)NC1CCCCC1 (centres undefined)
7: COc1cc(OC)cc(C(=O)Nc2c(F)cccc2F)c1
Screen / compound no.	4	7
V-ATPase pH	2	3
HTR5A inv ctr	0	-15
HTR5A ag ctr	-1	0
Wnt act	/	0
CDK5 inh	-0.9	1.6
PvdQ acylase	-1	-19
NSD2 HMT inh	1	-4
MITF act	13	8
SR-BI HDL uptake	-3	-4
dFosB activator	-3	4

Following part
9: C/C(N)=C(/C#N)C(=O)COC(=O)c1oc2ccccc2c1COC(C)C
10: CCc1ccc2c(COn3nnc4ccc(S(=O)(=O)N(C)C)cc43)cc(=O)oc2c1
11: N#Cc1cnn(-c2cccc(Cl)c2)c1-n1cccc1
12: COCc1cc(=O)n2[nH]c(SC)nc2n1
13: CCOC(=O)C(NCc1ccc(OC)cc1)(NC(C)=O)C(F)(F)F (centres undefined)
14: Nc1c(Cl)ncnc1NCCO
15: CCOC(=O)c1ccc(NC(=O)CN(c2ccc(C)cc2)S(=O)(=O)c2c(C)nn(C)c2C)cc1
16: COc1ccc(-c2nc(-c3ccc(Br)cc3)no2)c(OC)c1
Screen / compound no.	9	10	11	12	13	14	15	16
V-ATPase pH	-2	-1	4	0	-4	1	-2	-1
HTR5A inv ctr	-9	-16	-12	-5	18	10	-19	-20
HTR5A ag ctr	3	6	-2	2	-3	-3	2	-2
Wnt act	-2	/	-9	/	-1	-2	2	/
CDK5 inh	1.7	-0.8	-0.5	0.6	0.1	-1.7	0.0	-3.2
PvdQ acylase	-11	-3	0	-8	-16	-5	-11	-15
NSD2 HMT inh	0	-1	5	2	0	5	0	-1
MITF act	-14	0	0	/	8	-4	-7	?
SR-BI HDL uptake	-11	-23	11	5	-17	-8	14	29
dFosB activator	-2	-14	-2	-5	-4	-1	-11	-9

17: O=C1c2ccccc2NC(c2cccc(Cl)c2)N1N=C1CCCCCC1 (centres undefined)
18: Cc1cc(C)c(C#N)c(SCc2ccc3c(c2)OCO3)n1
19: CCN1CCN(S(=O)(=O)c2ccc(Cl)c(C(=O)N(CC)Cc3ccccc3)c2)CC1
20: Cc1c(/C=N/O)c2ccccn2c1C(=O)c1ccc(F)cc1
21: O=C(C1=C[C@@H](C2CC2)C[C@@H](OCCCCO)O1)N1CCOCC1
22: Cc1cc(Cl)ccc1NC(=O)/C=N/O
23: COc1cc(NS(=O)(=O)c2ccc(NC(=O)/C(=C\c3ccccc3OC)NC(=O)c3ccccc3)cc2)nc(OC)n1
24: Cc1ccc(-n2c(C)cc(C(=O)OCC(=O)N3CCOCC3)c2C)cc1
25: O=C(Oc1cccc([N+](=O)[O-])c1)N1CCCCC1
26: O=C(OCC(=O)N1CCOCC1)c1ccc(N2CCOCC2)c([N+](=O)[O-])c1
27: CCCCC(=O)N1C/C=C\[C@H](c2ccc(OC)cc2)N(Cc2ccc(F)cc2)C(=O)[C@@H]1C
Screen / compound no.	17	18	19	20	21	22	23	24	25	26	27
V-ATPase pH	4	1	-2	3	-1	0	2	-1	-2	-1	-4
HTR5A inv ctr	-8	12	-13	4	6	4	-14	18	-27	9	3
HTR5A ag ctr	3	3	4	-1	7	-1	0	-5	7	-4	5
Wnt act	?	/	-1	1	6	5	-2	0	-1	-2	-7
CDK5 inh	1.0	1.8	0.8	0.2	0.8	0.4	1.8	-4.9	-0.8	0.8	-0.9
PvdQ acylase	-8	-15	-5	-2	-9	-41	-15	-13	-4	-4	-5
NSD2 HMT inh	-3	-1	1	-4	/	-2	/	4	-1	/	/
MITF act	92*	23	-5	16	-3	-14	5	-6	-9	3	-8
SR-BI HDL uptake	3	4	-15	17	-14	2	-16	12	-4	-26	1
dFosB activator	-11	-3	-9	-5	-11	-5	-14	-6	2	4	-6

Six compounds already listed, sorted by count of non-hydrogen atoms, low to high:
18: Cc1cc(C)c(C#N)c(SCc2ccc3c(c2)OCO3)n1
24: Cc1ccc(-n2c(C)cc(C(=O)OCC(=O)N3CCOCC3)c2C)cc1
26: O=C(OCC(=O)N1CCOCC1)c1ccc(N2CCOCC2)c([N+](=O)[O-])c1
19: CCN1CCN(S(=O)(=O)c2ccc(Cl)c(C(=O)N(CC)Cc3ccccc3)c2)CC1
27: CCCCC(=O)N1C/C=C\[C@H](c2ccc(OC)cc2)N(Cc2ccc(F)cc2)C(=O)[C@@H]1C
23: COc1cc(NS(=O)(=O)c2ccc(NC(=O)/C(=C\c3ccccc3OC)NC(=O)c3ccccc3)cc2)nc(OC)n1
Screen / compound no.	18	24	26	19	27	23
V-ATPase pH	1	-1	-1	-2	-4	2
HTR5A inv ctr	12	18	9	-13	3	-14
HTR5A ag ctr	3	-5	-4	4	5	0
Wnt act	/	0	-2	-1	-7	-2
CDK5 inh	1.8	-4.9	0.8	0.8	-0.9	1.8
PvdQ acylase	-15	-13	-4	-5	-5	-15
NSD2 HMT inh	-1	4	/	1	/	/
MITF act	23	-6	3	-5	-8	5
SR-BI HDL uptake	4	12	-26	-15	1	-16
dFosB activator	-3	-6	4	-9	-6	-14

Source: PubChem (several laboratories)
